aGal spleen mod: qHTS Assay for Inhibitors and Activators of Human alpha-Galactosidase From Spleen Homogenate. actives 0.008% (n = 240,000). AID 2107, 2009. human spleen homogenate, 4MU-alpha-Gal fluorescence, 40 min. Potency, µM (series often up to 80 µM), for the others: at the top dose activity change, negative = inhibition, most hits filed as inhibitors;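 further: 0% = enzyme with vehicle and -100% = no enzyme basal signal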
Target sequence (P06280 32-429 limits assumed): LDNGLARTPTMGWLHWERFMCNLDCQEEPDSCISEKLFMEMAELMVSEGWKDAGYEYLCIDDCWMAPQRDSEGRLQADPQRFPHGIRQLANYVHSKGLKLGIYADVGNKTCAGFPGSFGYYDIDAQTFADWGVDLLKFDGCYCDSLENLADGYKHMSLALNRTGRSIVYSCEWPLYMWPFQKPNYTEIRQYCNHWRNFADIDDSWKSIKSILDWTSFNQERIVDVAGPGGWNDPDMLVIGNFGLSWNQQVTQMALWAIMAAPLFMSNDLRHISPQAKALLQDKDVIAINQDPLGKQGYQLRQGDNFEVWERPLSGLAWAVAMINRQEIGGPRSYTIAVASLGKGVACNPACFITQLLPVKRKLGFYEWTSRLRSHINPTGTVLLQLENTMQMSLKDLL
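Human spleen homogenate (1 ug) as enzyme source, 4-methylumbelliferyl-alpha-D-galactopyranoside 1 mM final, citrate/phosphate pH 5.0 with 0.01% Tween-20. Compounds 40 min at 37C, NaOH/glycine stop; fluorescence Ex 365/Em 440, Hill-fit AC50.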
GAA glycogen mod: qHTS Assay for Inhibitors and Activators of Human alpha-Glucosidase Cleavage of Glycogen; Lysosomal alpha-glucosidase (Homo sapiens), P10253; recombinant GAA, glycogen substrate, Amplex Red glucose oxidase fluorescence; Potency, µM (doses to about 76.4 µM), for inactives: at the highest dose activity change, negative = inhibition, most hits filed as inhibitors; actives 0.38% (n = 300,000); AID 2100, 2009;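 further: 0% = full enzyme reaction and -100% = no-enzyme basal signal; the screen sought inhibitors and activators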
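Recombinant human enzyme (4 nM); glycogen substrate; 37 C, 40 min, pH 5.0. Readout: coupled glucose oxidase/Amplex Red fluorescence.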
Tau ThT inhib: qHTS for Inhibitors of Tau Fibril Formation, Thioflavin T Binding. actives 2.1% (n = 270,000). Microtubule-associated protein tau (Homo sapiens), P10636. Potency, µM (highest dose often 57.4 µM), for inactives: top-dose activity, negative = inhibition, hits mostly inhibitors. AID 1460, 2008. recombinant tau K18 P301L, heparin-induced fibrillization, ThT fluorescence; further: on the % scale 0 is the no-effect control and ±100 the full control effect; nearly all actives have a fitted effect of over 55% in size
Target sequence (P10636 561-689 P618L limits assumed): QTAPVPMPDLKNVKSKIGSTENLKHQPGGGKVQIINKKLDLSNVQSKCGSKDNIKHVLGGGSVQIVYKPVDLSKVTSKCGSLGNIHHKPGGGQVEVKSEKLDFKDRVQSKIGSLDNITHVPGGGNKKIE
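Fibril formation assay: tau K18 P301L at 15 uM with trace Alexa 594 label, heparin inducer 20 uM, pH 7 sodium acetate buffer, 37 C for 6 hr; endpoint ThT signal.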
Tau FP inhib: qHTS for Inhibitors of Tau Fibril Formation, Fluorescence Polarization; Potency, µM (top dose mostly 57.7 µM), for inactives: top-dose activity, negative = inhibition, most hits filed as inhibitors; AID 1468, 2008; Microtubule-associated protein tau (Homo sapiens), P10636; actives 0.39% (n = 280,000); K18 P301L tau heparin fibrillization, Alexa594 FP, 6 h; further: on the % scale 0 is the no-effect control and ±100 the full control effect; nearly all actives have a fitted effect of over 55% in size
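Heparin (20 uM) drove fibril formation of recombinant tau K18 P301L, 15 uM unlabeled with 0.24 uM Alexa 594 label, for 6 hr at 37 C in 100 mM sodium acetate pH 7. Fluorescence polarization (555/632 nm) read 1 hr after 30 uM ThT.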
HTT cytoprotect: qHTS Multiplex Assay to Identify Dual Action Probes in a Cell Model of Huntington: Cytoprotection (ATP); actives 0.14% (n = 230,000); Potency, µM (titrated, usually from 56.4 µM), inactives show cytoprotection (ATP increase), most hits filed as activators; AID 1471, 2008; PC12 HTT-Q103 induced, cytoprotection, ATP luminescence, 40 h;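 further: % of control where 0% means no effect; nearly all actives have a fitted effect of over 45% in size; toxic huntingtin expression switched on by the ecdysone agonist tebufenozide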
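Compounds added alongside 100 nM tebufenozide, which induces toxic Q103 huntingtin exon 1-GFP in stable PC12 cells; surviving cells quantified by luminescent ATP measurement. Medium: phenol red-free DMEM, 5% equine and 5% calf serum.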
aGlu spleen mod: qHTS Assay for Inhibitors and Activators of Human alpha-Glucosidase From Spleen Homogenate. Lysosomal alpha-glucosidase (Homo sapiens), P10253. human spleen homogenate, 4-MU-alpha-glucoside fluorescence. Potency, µM (highest dose often 79.9 µM), for inactives: top-dose activity change, negative = inhibition, hits mostly inhibitors. actives 0.006% (n = 240,000). AID 2112, 2009;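 further: 0% = enzyme with vehicle and -100% = no enzyme basal signal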
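Compounds were titrated against alpha-glucosidase in spleen homogenate at pH 5.0, with 1 mM 4-methylumbelliferyl substrate for 40 min at 37 C. Reactions were quenched with pH 10 NaOH/glycine and fluorescence measured.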
GAA inh: qHTS Assay for Inhibitors of Human alpha-Glucosidase as a Potential Chaperone Treatment of Pompe Disease | Lysosomal alpha-glucosidase (Homo sapiens), P10253 | purified human GAA, 4-MU-alpha-glucoside fluorescence | Potency, µM (series often up to 76.9 µM), inactives show at the highest dose activity change, negative = inhibition, most hits filed as inhibitors | actives 0.005% (n = 200,000) | AID 1466, 2008;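 further: plate controls were uninhibited enzyme wells for no effect and no-enzyme background for full effect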
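Human enzyme at 4 nM with 400 uM 4-methylumbelliferyl-alpha-D-pyranoside, citrate/phosphate buffer pH 5.0, 0.005% Tween-20, 20 min at room temperature. Compounds up to 77 uM. 4-MU fluorescence (Ex 365/Em 440) read after NaOH/glycine stop; AC50 from Hill fit.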
Tau fluor counter: Counterscreen qHTS for Inhibitors of Tau Fibril Formation, Fluorescence Polarization; tau K18 P301L (four-repeat tau fragment) Alexa594 fluorescence, heparin fibrillization; Potency, µM (top dose mostly 57.7 µM), for inactives: at the top dose activity change, negative = decrease; actives 0.93% (n = 280,000); AID 1463, 2008; further: on the % scale 0 is the no-effect control and ±100 the full control effect; nearly all actives have a fitted effect of over 55% in size
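Human K18 P301L tau (15 uM unlabeled plus 0.24 uM Alexa 594-labeled, final) in 100 mM sodium acetate pH 7 was mixed with compound and 20 uM heparin and incubated 6 hr at 37 C.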
* marks the source's active call; other numbers are inactive results; ? = inconclusive; . = no result given; & = joins results of further samples; [ ] = another dose, or the depositor's remark. The call rests on the fitted dose curve; in most records, active means well fitted curve in the direction sought with a large enough effect; inconclusive means small, poorly fitted or top-dose-only effect, or another doubt; inactive means no such curve, though single readings can be large; an effect the other way counts as inactive or inconclusive. Potency means the concentration at half of the fitted maximal effect.

mol | aGal spleen mod | GAA glycogen mod | Tau ThT inhib | Tau FP inhib | HTT cytoprotect | aGlu spleen mod | GAA inh | Tau fluor counter
CCCCn1c(CCC)nc([N+](=O)[O-])c1Sc1ccc(Cl)cn1 | -3% | -7% | ? | 6% | 10%[10 µM] | -2% | -2% | -17%
COc1ccc(/C=N/N=C2/NC(=O)C(c3ccccc3)S2)c(OC)c1 (configuration not stated) | 1% | 1% | -8% | -4% | 6%[10 µM] | -4% | -5% | -15%
Cc1cc(C)cc(NC(=O)CSCn2nnc3c(=O)[nH]c(Cc4ccc(F)cc4)nc32)c1 | . | 15%[76.3 µM] | -8% | ? | . | . | . | -29%
CCN(C(=O)c1ccnn1C)c1ccccc1 | -2% | -1% | -5% | 10% | . | 0% | -7% | -3%
Cc1ccc(Cl)cc1NC(=O)c1oc2c(c1C)-c1[nH]ncc1CC2 | . | -8%[76.3 µM] | -6% | -9% | . | . | . | -10%
COc1ccc(OCC(=O)N2CCN(C(=O)c3cccs3)CC2)cc1 | 9% | -3% | -9% | 0% | 1%[0.074 µM] | -4% | 2% | -4%
CCSC(=O)NC1CCCCC1 | 11% | 6% | 11% | 0% | 17%[10 µM] | 6% | . | 6%
CC(C)C(=O)Nc1nnc(SCC(=O)NC2CC2)s1 | 4% | -3% | 1% | -5% | 14%[10 µM] | 3% | -2% | -5%
COc1ccc(C)cc1N(C(=O)c1ccccc1)c1nc2ccccc2s1 | -4% | 7% | -11% | -2% | 5%[10 µM] | -6% | 2% | -24%
COC(=O)CSc1ccc(S(=O)(=O)N2CCOCC2)cc1[N+](=O)[O-] | -2% | 13% | -6% | 1% | 41%[10 µM] | -7% | ? | -6%
O=C(CNC(=O)Cc1ccccc1)N=Nc1c(O)n(Cc2ccc3c(c2)OCO3)c2ccccc12 | 8% | -3% | ? | 1% | -5%[10 µM] | -15% | -2% | -25%
O=C(Nc1ccccc1N1CCOCC1)C1CCN(S(=O)(=O)c2cccc(C(F)(F)F)c2)CC1 | 4% | -7% | -12% | -7% | -2%[10 µM] | -2% | ? | -17%
COc1ccc(CN(C)C(C)C(=O)NC2CCCc3ccccc32)cc1 (configuration not stated) | 1% | 10% | -7% | 1% | -75%[inhibitor] | -6% | 7% | -7%
O=C1NC2(CCCCC2)C(=O)N1/N=C/c1ccccc1Br | -7% | -10% | -7% | -2% | -45%[inhibitor][10 µM] | 0% | -2% | -7%
C/C=C/C=C/[C@H]1Cc2cc(O)cc(O)c2O1 | 0% | ? | ? | -10% | 21%[10 µM] | -1% | . | -28%
CS(=O)(=O)c1ccccc1COC(=O)Nc1ccc(Cl)cc1 | 6% | -3% | 1% | -9% | 0% | 1% | -1% | -11%
CCN1C(=O)/C(=C/c2cccs2)N(C)C1=S | 15% | 0% | ? | -6% | -12% | 6% | ? | -13%
CSc1cccc(NC(=O)CCC(=O)O)c1 | -3% | 12% | -7% | 5% | . | -6% | 3% | -7%
COc1ccc2[nH]c(CN3CCC(CO)(CCOc4ccccc4)CC3)c(C)c2c1 | 0% | 2% | -16% | 5% | 1%[10 µM] | 1% | -3% | -23%
O=C(COC(=O)C1CCN(S(=O)(=O)c2ccccc2)CC1)NC(=O)c1ccc(OC(F)F)cc1 | 13% | -2% | -10% | 3% | 18%[10 µM] | 13% | -4% | -8%
CC(C)(C)NC(=O)CSc1nc(N)c(-c2ccccc2)c(=O)[nH]1 | -8% | 13% | -9% | -1% | -7%[10 µM] | -2% | 7% | -11%
O=C1C2=C(CCCC2)C(=O)N1CNc1ccccc1 | 1% | -3% | -14% | -2% | 11%[10 µM] | 3% | -3% | -12%
S=C(NCC1CCCCC1)Nc1ccc(Oc2ccccc2)cc1 | -2% | 7% | ? | 3% | . | 4% | -6% | ?
CC(C)C[C@@H](NC(=O)[C@@H](O)[C@H](N)Cc1ccccc1)C(=O)O | -11% | . | ? | -8% | ? | ? | . | -18%
Cn1c(Cc2ccc3c(c2)OCO3)nnc1SCC(=O)NC(C)(C)C | 10% | -2% | 3% | -1% | -36% | 5% | -5% | 6%
O=C1c2ccsc2SCCN1Cc1ccccc1Cl | 3% | 0% | 0% | 5% | -60%[inhibitor][10 µM] | -1% | -2% | 0%
COc1ccc2c(c1)c(CC(=O)OCC(=O)O)c(C)n2C(=O)c1ccc(Cl)cc1 | -1% | 5% | -5%&-12% | 3%&-12% | -3% | -5% | 4% | -1%&-11%
Cc1ccc(-c2ccc(=O)n(CC(=O)Nc3cccc(C#N)c3)n2)cc1 | . | -4%[76.3 µM] | 7% | -7% | . | . | . | -4%
COc1ccc(-c2nnn(CC(=O)NCc3ccccc3)n2)cc1OC | 0% | 3% | -2% | -3% | 9%[10 µM] | 4% | 3% | -5%
CC(=O)OCC1(C)CN(c2ccccc2)N(C(=O)c2ccc(F)cc2)C1=O (configuration not stated) | 4% | -8% | ? | ? | 7% | 8% | 0% | -14%
CCC1Oc2ccc(C)cc2N(CC(=O)N(Cc2ccc(C)o2)C2CC(C)(C)NC(C)(C)C2)C1=O (configuration not stated) | 1% | 5% | -13% | 0% | 0%[10 µM] | -2% | -13% | -7%
Cc1cc(C)c2nc(N3CCCC(C(=O)NCCN4CCOCC4)C3)sc2c1 (configuration not stated) | -6% | 0% | -13% | 10% | -14% | -10% | -11% | -4%
N#Cc1nn(-c2ccccc2)nc1N1CCCCC1 | -4% | 5% | -10% | -2% | -4% | -18% | ? | -10%
N#Cc1cnn2ccn(C3OC(CO)C(O)C3O)c12 (configuration not stated) | -3% | 3% | -9% | 0% | 10%[10 µM] | 2% | -1% | -3%
CC(C)N(C(=O)NC(=O)Nc1ccc(S(=O)(=O)N2CCCC2)cc1)S(C)(=O)=O | -1% | -3% | 13% | -13% | -32% | -3% | -2% | -12%
CCN(CC#CCC1(O)c2ccccc2-c2ccccc21)C(C)C | 5% | 12% | -9% | -4% | 7% | 4% | -1% | -8%

A section taken from the entries so far:
mol | aGal spleen mod | GAA glycogen mod | Tau ThT inhib | Tau FP inhib | HTT cytoprotect | aGlu spleen mod | GAA inh | Tau fluor counter
Cn1c(Cc2ccc3c(c2)OCO3)nnc1SCC(=O)NC(C)(C)C | 10% | -2% | 3% | -1% | -36% | 5% | -5% | 6%
O=C1c2ccsc2SCCN1Cc1ccccc1Cl | 3% | 0% | 0% | 5% | -60%[inhibitor][10 µM] | -1% | -2% | 0%
COc1ccc2c(c1)c(CC(=O)OCC(=O)O)c(C)n2C(=O)c1ccc(Cl)cc1 | -1% | 5% | -5%&-12% | 3%&-12% | -3% | -5% | 4% | -1%&-11%
Cc1ccc(-c2ccc(=O)n(CC(=O)Nc3cccc(C#N)c3)n2)cc1 | . | -4%[76.3 µM] | 7% | -7% | . | . | . | -4%
COc1ccc(-c2nnn(CC(=O)NCc3ccccc3)n2)cc1OC | 0% | 3% | -2% | -3% | 9%[10 µM] | 4% | 3% | -5%
CC(=O)OCC1(C)CN(c2ccccc2)N(C(=O)c2ccc(F)cc2)C1=O (configuration not stated) | 4% | -8% | ? | ? | 7% | 8% | 0% | -14%

The list continues:
mol | aGal spleen mod | GAA glycogen mod | Tau ThT inhib | Tau FP inhib | HTT cytoprotect | aGlu spleen mod | GAA inh | Tau fluor counter
COc1cc(OC)nc(NC(=O)COC(=O)c2cccc(Cl)c2)n1 | -5% | 0% | -7% | -8% | -14% | 1% | -5% | -6%
CCOC(=O)c1c(C)[nH]c(C)c1C(=O)COC(=O)c1ccccc1O | 2% | -13% | -5% | 10% | 4%[10 µM] | 2% | -5% | -17%
O=c1c2ccccc2nc(SCc2nc3ccccc3s2)n1CCCO | 7% | -3% | 2% | 7% | 2%[1.9 µM] | 5% | -4% | 1%
Nc1nnc(CC(=O)N/N=C/c2ccc(-c3ccccc3)o2)s1 | -8% | -10% | ? | 2% | 9%[10 µM] | -22% | -6% | -12%
CCOc1ccc(Br)cc1S(=O)(=O)NCc1ccc(S(N)(=O)=O)cc1 | 8% | -11% | 9% | 5% | -11%[10 µM] | 0% | 1% | 6%
COc1ccc(SCc2noc(C(=O)NC(C)C)c2C(=O)O)cc1 | -4% | -1% | 2% | 1% | -5% | -5% | 4% | 7%
O=C(O)c1cn(-c2ccccc2)nc1C(=O)O | -1% | 4% | -9% | -9% | 9%[10 µM] | -2% | -5% | -6%
CCOC(=O)c1cccc(NC(=O)CSc2nnc(COc3ccc(Cl)cc3)o2)c1 | -4% | 13% | 1% | -12% | -12% | -16% | -9% | 0%
Cc1ccc(CNC(=O)COc2ccc(C(=O)c3ccc(F)cc3)cc2)cc1 | -11% | 18% | 3% | -10% | -72%[inhibitor][10 µM] | -4% | -1% | -7%
CCN(CCCNC(=O)CCNC(=O)Cn1cnc2ccccc2c1=O)c1cccc(C)c1 | -7% | -7% | -13% | 7% | 12%[10 µM] | -2% | 7% | -19%
COC(=O)[C@@]1(Cc2ccc(OC)cc2)[C@H]2c3cc(C(=O)N(C)C)n(CCc4ccc(O)c(OC)c4)c3C[C@H]2CN1C(=O)c1ccccc1 | 1% | . | 1% | 4% | 9% | 8% | . | 0%
COCCN(C(=O)CC1C(=O)NCCN1Cc1ccc(-c2ccccc2)cc1)C(C)C (configuration not stated) | 3% | 8% | ? | -2% | 6%[10 µM] | 2% | ? | -13%
N#Cc1nc(-c2ccco2)oc1N1CCN(c2cccc(Cl)c2)CC1 | 2% | -13% | -5% | 0% | 15%[10 µM] | 5% | -7% | -29%
CC(=O)c1sc2nc(C)cc(C)c2c1N | 12% | 2% | -12% | 3% | 4%[10 µM] | -4% | 0% | -8%

Source: PubChem BioAssay (National Center for Advancing Translational Sciences (NCATS))
